TWEAK Fn14 block: TWEAK-Fn14 signaling inhibition; TWEAK-stimulated Fn14 reporter cells, luciferase luminescence, 8 h; inhibition, % at 10 µM; 2% of 360,000 active; AID 1159606; in the data active = inhibition above about 50%
CF NFkB block: blocks PAF-induced NF-kB reporter in cystic fibrosis cells. KKLEB NF-kB-GFP reporter, GFP fluorescence overnight. inhibition, % at 5 µM. 0.86% of 360,000 active. AID 588850;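 active = at least 50% inhibition at 5 µM, scaled per plate between neutral and stimulator controls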;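 also: PAF is a Pseudomonas aeruginosa culture filtrate used as stimulus; plate controls were PAF-stimulated DMSO wells for no effect and unstimulated DMSO wells for full effect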
SRC1 inh: inhibitors of human steroid receptor coactivator 1 (SRC1). HEK293 GAL4-SRC1 luciferase reporter, luminescence. inhibition, % at 3.6 µM. 0.12% of 360,000 active;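 active = inhibition above the campaign mean plus 3 SD, with each screening campaign given its own cutoff, cut at about 60% in these data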;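 also: 0% = DMSO treated cells and 100% = gossypol at 36 µM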
LRH-1 inv ag: inverse agonists of human LRH-1 (NR5A2) | O00482 | HEK293T StAR-luciferase reporter, LRH-1 transfected, 24 h | inhibition, % at 3.6 µM | 0.13% of 360,000 active | AID 602396;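 active = inhibition above the mean inhibition of all tested compounds plus 3 SD, cut at about 73% in these data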;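 also: 0% = DMSO wells and 100% = reporter-only cells lacking LRH-1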
COUP-TFII inh: inhibitors of human COUP-TFII (NR2F2); P24468; HEK293T NGFI-A luciferase reporter, luminescence; inhibition, % at 8.6 µM; 0.7% of 370,000 active;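 active = inhibition above a per-plate cutoff, mean inhibition of test wells between control levels plus 3 SD, cut at about 38% in these data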;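 also: cells cotransfected with COUP-TFII expression vector driving the NGFI-A reporter; 0% = median of COUP-TF2 test wells and 100% = reporter-only cells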
LMP1 NFkB inh: reduces LMP1-driven NF-kappaB luciferase signal | LMP1-induced NF-kappaB luciferase reporter cells, luminescence | inhibition, % at 12.5 µM | 0.69% of 350,000 active | AID 504558; in the data active = inhibition above about 41%;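 also: 0% = neutral control wells and 100% = reference inhibitor control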
NCOA3 inh: inhibitors of human steroid receptor coactivator 3 (SRC3); Q9Y6Q9; HEK293 GAL4-SRC3 luciferase reporter, luminescence; inhibition, % at 3.6 µM; 0.17% of 360,000 active; AID 588352;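 active = inhibition above a per-campaign cutoff, the mean of all compounds plus 3 SD, cut at about 60% in these data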;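 also: 0% = DMSO-treated cells and 100% = gossypol-treated cells at 36 µM; higher means less SRC3-driven luciferase light from the GAL4 reporter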
Shn3 inh set2: Schnurri-3 reporter inhibition in Clone20 osteoblasts | Clone20 osteoblast Shn3 3'UTR firefly luciferase, 24 h | inhibition, % at 12.5 µM | 0.52% of 360,000 active;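 active = mean inhibition of at least 75% with every replicate also reaching 75%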;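 also: 0% = median of neutral control wells and 100% = pilot-screen positive control compound; some compounds past the cut are filed as inactive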
KKLEB tox: counter-screen for CF NF-kB inhibitors: cytotoxicity | activity change (cytotoxicity), % at 5 µM | 0.36% of 360,000 active | KKLEB CF airway cells viability, ATPlite luminescence, overnight; hits give low values; cells stimulated with P. aeruginosa culture filtrate | AID 602141;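 active = corrected activity change at or below -50% at 5 µM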
TROY signal inh: blocks TROY-dependent signaling in reporter cells; Q293 LMP1-TROYcd NF-kB luciferase reporter, 4 h; inhibition, % at 10 µM; 0.98% of 360,000 active; AID 1347056;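 active = compounds whose plate-normalised and pattern-corrected inhibition of the luciferase reporter signal at the single screening dose is 50% or more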
TRAIL sens C8: sensitizes caspase-8 expressing cells to TRAIL. NB7+C8 cells + TRAIL, ATPlite viability luminescence. AID 624354. 1% of 360,000 active. inhibition (viability loss, TRAIL sensitization), % at 10 µM;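 active = compounds causing at least 50% loss of cell viability in the single-dose screen, relative to plate controls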
Active calls of the source: *; · = not tested or not shown. An excerpt; count on the stated rates, not on these rows.

compound	TWEAK Fn14 block	CF NFkB block	SRC1 inh	LRH-1 inv ag	COUP-TFII inh	LMP1 NFkB inh	NCOA3 inh	Shn3 inh set2	KKLEB tox	TROY signal inh	TRAIL sens C8
Cc1sc2nc(SC3CCOC3=O)n(Cc3ccccc3)c(=O)c2c1C (stereo unspecified)	-13	8	-64	-10	-7	-5	12	-11	-12	-6	-3
CC12CCC(=O)N1C(C(=O)N1CCN(S(=O)(=O)c3cccc(Cl)c3)CC1)CS2 (stereo unspecified)	5	-4	-3	-28	6	4	8	-4	6	-25	4
Cc1cccc(C(=O)NCC(=O)Nc2ccc(S(=O)(=O)Nc3nc(C)cc(C)n3)cc2)c1	14	-6	-2	9	-4	0	3	-10	12	8	-10
Cc1csc(SCC(=O)NCc2ccccc2)n1	15	-1	2	-6	-5	-2	10	-2	4	2	-16
Cc1ccc(NC(=O)CSc2nc3cc(C(=O)NCC4CCCO4)ccc3c(=O)n2CC2CCCO2)cc1 (stereo unspecified)	-16	-21	-9	17	-4	3	-11	-6	9	-10	-1
CNC(=O)c1cc2cc(OC)ccc2oc1=N	2	-19	-1	-4	-10	-9	2	2	8	8	5
Cc1nn(CC(=O)NCCN2CCOCC2)c(C)c1[N+](=O)[O-]	6	0	1	1	9	10	6	12	-8	2	10
CCCCOc1cccc(C2C(C(=O)c3cccs3)=C(O)C(=O)N2Cc2cccnc2)c1 (stereo unspecified)	-2	-7	7	-40	2	8	-11	0	4	-32	-11
O=C(Nc1ccc2c(c1)OCO2)C1CCN(C(=O)c2cccs2)CC1	-32	9	-2	5	8	-4	-9	·	1	10	-18
O=C(C[n+]1ccc(C(=O)NCc2ccccc2)cc1)c1ccc(Cl)cc1	1	11	2	9	16	6	-8	-19	-5	-8	3
N#CCCN(C(=O)COC(=O)/C=C/c1cccs1)c1ccccc1	12	10	-4	-7	1	-5	-1	4	-5	-10	3
Cc1nnc(NNS(=O)(=O)c2ccc(Cl)cc2)[nH]c1=O	-10	-9	-2	1	6	-14	-9	-4	9	13	14
O=C(c1ccc(-c2ccccc2)cc1)c1ccccc1C(=O)N1CCOCC1	14	-14	-6	-13	-13	-2	-5	-13	-11	-1	-6
CC(=O)Oc1ccc(N2C(=O)C3C(C2=O)C(C(=O)c2ccc(Cl)cc2)N2CCCC32)cc1 (stereo unspecified)	9	5	-8	-7	-15	-17	13	13	2	-27	-14
C[C@H](NS(=O)(=O)c1ccccc1)C(=O)N1CCN(C(c2ccccc2)c2ccccc2)CC1	-9	4	13	5	7	3	6	22	10	-8	6
NC(=O)c1ccc[n+](CC(=O)c2ccccc2)c1	-11	11	-8	-4	-11	·	17	6	4	11	-14
CCOC(=O)COc1c(Br)cc(/C=C2\SC(=O)N(CC(=O)N3CCCC3)C2=O)cc1OC	-8	15	0	-31	-4	8	-2	-28	-6	1	9
COc1ccc(C(C)NC(=O)CC23CC4CC(CC(C4)C2)C3)cc1 (stereo unspecified)	4	9	-18	4	-6	2	8	14	-3	13	5
Cc1ccn2c(NC(C)(C)C)c(-c3cccs3)nc2c1	3	4	0	-25	-22	11	-2	14	-4	10	1
COc1cccc(C(=O)N2CCN(Cc3ccccn3)CC2)c1OC	-26	-6	-15	20	-6	-14	5	25	8	-16	-15
CCN(CC)CCNC(=O)c1cc2c(=O)n(C)c3ccccc3c2s1	-12	-34	-17	-34	-37	-13	-11	-5	-6	-38	-2
COc1ccc(Cl)cc1S(=O)(=O)N(C)CC(=O)NCCCn1ccnc1	14	2	4	7	-10	-5	-3	-11	6	-5	13
Nc1cc(N)nc(SCCN2CCCCC2)n1	-8	-3	-10	-4	-9	-6	-6	1	-4	-1	-3
Cc1ccc(CNC(=O)COC(=O)CCCOc2ccc(Cl)cc2Cl)cc1	6	-1	-4	-5	12	4	8	0	6	-15	7
COc1ccc(S(=O)(=O)N2CCC(C(=O)N3CCc4ccccc4C3)CC2)cc1Cl	-13	8	5	-4	13	6	26	-4	2	14	-8
CN(C)CCN(C(=O)c1ccc2c(c1)OCCO2)c1nc2ccc(Cl)cc2s1	-2	19	-20	-13	9	-3	-10	-49	-5	6	-18
O=C(NC1CC1)c1cccc(NC(=O)c2cn3ccccc3n2)c1	-6	-16	-71	-41	-34	-14	-81	-59	8	-15	24
O=C(N/N=C\c1ccc(O)c([N+](=O)[O-])c1)C1COc2ccccc2O1 (stereo unspecified)	11	-9	7	-11	0	0	9	7	3	1	0
COc1cccc(-n2c([S-])c(C(=O)Nc3ccc(S(=O)(=O)N4CCOCC4)cc3)[n+]3cc(C(N)=O)ccc23)c1	-29	17	-15	-9	3	1	-16	10	-18	-19	-19
O=C1c2ccccc2C(=O)N1CCc1ccccc1	-24	-13	-98	-65	-65	-28	-58	-109	4	-20	-4
CCOc1ccc(C2C3=C(CCCC3=O)N(CC(=O)O)C3=C2C(=O)CCC3)cc1	17	12	-2	-13	-12	8	17	-11	-3	-4	29
CCC(=O)Nc1ccc(SC#N)cc1C	6	-11	1	14	-14	0	3	23	-1	9	-7
O=C(Nc1ccccc1Cl)Nc1cccnc1Cl	9	1	0	-11	12	9	4	8	7	-47	-1
Cc1ccc2c(c1)C(C)CC(C)(C)N2C(=O)NC1CCCCC1 (stereo unspecified)	6	2	4	-16	-7	-6	-8	-4	-6	-22	-8
CC(=O)N1CC=CC1(CC(C)C)C(=O)NCCN1CCOCC1 (stereo unspecified)	83*	-15	-15	-12	-9	8	-20	0	10	-49	11
O=C(C1CCN(S(=O)(=O)c2ccccc2F)CC1)N1CCN(Cc2ccc3c(c2)OCO3)CC1	6	-44	1	0	1	9	-20	25	23	16	-26
O=C1CCC(C(=O)OC(C(=O)Nc2ccc([N+](=O)[O-])cc2Br)c2ccccc2)=NN1 (stereo unspecified)	-5	-1	-8	16	0	4	-3	1	-8	-4	3
COc1ccc(-c2nn(CCC#N)cc2C(=O)Nc2cccc(C(=O)O)c2)cc1[N+](=O)[O-]	26	1	-10	-7	2	-2	12	-3	3	3	-1
O=c1c2cn[nH]c2[nH]c(=S)n1-c1ccccc1	1	1	-5	10	-1	-7	19	4	5	5	1
Cc1ccc(NC(=O)C2CCCN2C(=O)OC(C)(C)C)cc1C (stereo unspecified)	1	-14	-4	-7	4	-1	9	4	14	1	9
Nc1ccccc1/C=C/c1ccccc1N	-3	0	-78	-85	-29	-35	-58	-86	11	-22	2
COc1ccc(OC)c(S(=O)(=O)N2CCC(C(=O)NC(C)c3ccccc3)CC2)c1 (stereo unspecified)	23	20	-29	-2	-1	-3	12	4	-7	3	-2
O=C(OCc1cn([C@H]2CN(CC3CCCCC3)[C@@H](c3ccccc3)C[C@@H]2O)nn1)c1ccccc1	-37	-18	12	-31	-13	0	4	-19	10	0	-8
O=C(Nc1ccc(F)cc1)Nc1cccc(Br)c1	1	14	-14	-39	0	·	-8	1	11	6	-6
CC12CCC(=O)N1C(C(=O)Nc1ccc(F)cc1)CS2 (stereo unspecified)	-1	-3	-13	0	-1	8	2	-62	8	-9	-2
O=C(NCCN1CCCCC1)Nc1ccc(Cl)cc1	4	-17	-10	-17	-4	0	-9	0	-2	-4	-18
O=C1CSC(c2ccccc2F)N1CCN1CCCCC1 (stereo unspecified)	-13	3	7	10	23	-10	-17	3	-9	-19	-1
O=C1Nc2ccc(S(=O)(=O)N3CCCC3)c3cccc1c23	12	-18	-7	31	-30	-15	6	4	8	-9	9

Sorted by molar mass (falling): some entries from above.
compound	TWEAK Fn14 block	CF NFkB block	SRC1 inh	LRH-1 inv ag	COUP-TFII inh	LMP1 NFkB inh	NCOA3 inh	Shn3 inh set2	KKLEB tox	TROY signal inh	TRAIL sens C8
O=C(C1CCN(S(=O)(=O)c2ccccc2F)CC1)N1CCN(Cc2ccc3c(c2)OCO3)CC1	6	-44	1	0	1	9	-20	25	23	16	-26
O=C1CCC(C(=O)OC(C(=O)Nc2ccc([N+](=O)[O-])cc2Br)c2ccccc2)=NN1 (stereo unspecified)	-5	-1	-8	16	0	4	-3	1	-8	-4	3
COc1ccc(-c2nn(CCC#N)cc2C(=O)Nc2cccc(C(=O)O)c2)cc1[N+](=O)[O-]	26	1	-10	-7	2	-2	12	-3	3	3	-1
COc1ccc(OC)c(S(=O)(=O)N2CCC(C(=O)NC(C)c3ccccc3)CC2)c1 (stereo unspecified)	23	20	-29	-2	-1	-3	12	4	-7	3	-2
CC(=O)N1CC=CC1(CC(C)C)C(=O)NCCN1CCOCC1 (stereo unspecified)	83*	-15	-15	-12	-9	8	-20	0	10	-49	11
O=C(Nc1ccc(F)cc1)Nc1cccc(Br)c1	1	14	-14	-39	0	·	-8	1	11	6	-6
O=C1CSC(c2ccccc2F)N1CCN1CCCCC1 (stereo unspecified)	-13	3	7	10	23	-10	-17	3	-9	-19	-1
O=C1Nc2ccc(S(=O)(=O)N3CCCC3)c3cccc1c23	12	-18	-7	31	-30	-15	6	4	8	-9	9
CC12CCC(=O)N1C(C(=O)Nc1ccc(F)cc1)CS2 (stereo unspecified)	-1	-3	-13	0	-1	8	2	-62	8	-9	-2
O=c1c2cn[nH]c2[nH]c(=S)n1-c1ccccc1	1	1	-5	10	-1	-7	19	4	5	5	1
Nc1ccccc1/C=C/c1ccccc1N	-3	0	-78	-85	-29	-35	-58	-86	11	-22	2

Additional entries follow.
compound	TWEAK Fn14 block	CF NFkB block	SRC1 inh	LRH-1 inv ag	COUP-TFII inh	LMP1 NFkB inh	NCOA3 inh	Shn3 inh set2	KKLEB tox	TROY signal inh	TRAIL sens C8
COc1ccccc1NC(=O)N(C)C[C@H]1Oc2ncc(Br)cc2C(=O)N([C@H](C)CO)C[C@H]1C	-3	-26	-5	4	-2	0	7	5	7	-9	-8
O=C(NNC1=C(C(=O)C(F)(F)F)CCC1)c1ccccc1Cl	-13	5	-7	-38	-5	-13	-8	-26	-7	-23	12
CCOC(=O)C1CCN(C(=O)CCCOc2ccccc2)CC1	32	-5	-97	-94	-43	-17	-53	-82	9	-8	14
O=C(NCc1ccccn1)c1ccc(N2CCCC2)c([N+](=O)[O-])c1	-3	-17	-1	7	13	-2	-10	4	9	-18	-13

High-throughput results from PubChem BioAssay.
